Screening data: PubChem, several laboratories
TROY signal inh: inhibitors of TROY-driven NF-kB signaling, primary screen, Q293 LMP1-TROYcd cells, NF-kB luciferase, uHTS | Q293 LMP1-TROYcd NF-kB luciferase reporter, 4 h | inhibition, % at 10 µM | 360,000 tested, 0.98% active | AID 1347056, 2019;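 active = compounds whose plate-normalised and pattern-corrected inhibition of the luciferase reporter signal at the single screening dose is 50% or more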
LRH-1 inv ag: LRH-1 (NR5A2) inverse agonists, primary screen, cell-based, luminescence, HEK293T, StAR-luciferase reporter; Nuclear receptor subfamily 5 group A member 2 (Homo sapiens), O00482; LRH-1 transfected, 24 h; inhibition, % at 3.6 µM; 360,000 tested, 0.13% active;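 active = inhibition above the mean inhibition of all tested compounds plus 3 SD, cut at about 73% in these data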;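 note: 0% = DMSO wells and 100% = reporter-only cells lacking LRH-1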
Vif inh: HIV Vif self-association inhibitors, primary screen, imaging, HEK293T, single point; HEK293T cells, Vif self-association by quenched fluorescence, 24 h; inhibition, % at 7.49 µM; 340,000 tested, 0.35% active; AID 602346, 2012; in the data active = inhibition above about 50%, passing the limit was not always enough; note: some results filed as inactive read as strong as hits
C8 TRAIL sens: viability loss with TRAIL in NB7+C8 cells, primary screen, TRAIL sensitizer project, cell-based, ATPlite luminescence | 360,000 tested, 1% active | inhibition (viability loss, TRAIL sensitization), % at 10 µM | AID 624354, 2012;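 active = compounds causing at least 50% loss of cell viability in the single-dose screen, relative to plate controls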
NCOA1 inh: SRC1 coactivator transcriptional activity inhibitors, primary screen, cell-based, luminescence | HEK293 GAL4-SRC1 luciferase reporter | inhibition, % at 3.6 µM | 360,000 tested, 0.12% active | AID 588354, 2011 | Nuclear receptor coactivator 1 (Homo sapiens), Q15788;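 active = inhibition above the campaign mean plus 3 SD, with each screening campaign given its own cutoff, cut at about 60% in these data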;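 note: 0% = DMSO treated cells and 100% = gossypol at 36 µM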
NOD2 RIPK2 PPI: NOD2-RIPK2 binding disruptors in cells, primary screen, fluorescence, CHO cells, BLA complementation; CCF4 ratio; inhibition, % at 4.98 µM; 360,000 tested, 0.38% active; AID 624267, 2012; in the data active = inhibition above about 21%;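 note: 0% = vehicle only and 100% = reference blocker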
Target sequence (O43353 whole entry, looked up): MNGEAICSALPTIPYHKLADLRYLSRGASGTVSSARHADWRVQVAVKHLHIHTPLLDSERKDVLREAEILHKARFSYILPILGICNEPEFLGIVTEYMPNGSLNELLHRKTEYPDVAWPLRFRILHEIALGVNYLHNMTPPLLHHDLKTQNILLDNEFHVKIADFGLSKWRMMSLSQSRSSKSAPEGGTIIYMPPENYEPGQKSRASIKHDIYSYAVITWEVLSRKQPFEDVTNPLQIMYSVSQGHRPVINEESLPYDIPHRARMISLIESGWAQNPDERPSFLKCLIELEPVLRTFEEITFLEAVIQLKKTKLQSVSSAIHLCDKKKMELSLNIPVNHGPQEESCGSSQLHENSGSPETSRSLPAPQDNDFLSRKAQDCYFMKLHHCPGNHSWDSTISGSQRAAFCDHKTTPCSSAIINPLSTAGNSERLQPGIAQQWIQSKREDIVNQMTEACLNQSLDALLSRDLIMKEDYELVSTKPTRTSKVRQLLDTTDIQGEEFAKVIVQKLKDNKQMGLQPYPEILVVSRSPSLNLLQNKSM
EBV LMP1 NFkB: EBV LMP1-driven NF-kappaB luciferase reporter inhibitors, primary screen, cell-based, luminescence, single point; LMP1-induced NF-kappaB luciferase reporter cells; inhibition, % at 12.5 µM; 350,000 tested, 0.69% active; in the data active = inhibition above about 41%;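 note: 0% = neutral control wells and 100% = reference inhibitor control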
SRC2 inh: inhibition of GAL4-SRC2 driven luciferase reporter, primary screen, SRC2 inhibitor project, cell-based, luminescence | Nuclear receptor coactivator 2 (Homo sapiens), Q15596 | HEK293 GAL4-SRC2 luciferase reporter | inhibition, % at 9 µM | 370,000 tested, 0.17% active | AID 651957, 2012;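 active = inhibition above the mean inhibition of all tested compounds plus 3 SD, set per campaign, cut at about 52% in these data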;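 note: 0% = DMSO treated cells and 100% = cells given Gossypol at 36 µM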
COUP-TFII inh: NR2F2 transcriptional activity inhibitors, primary screen, cell-based, luciferase reporter, HEK293T, luminescence; inhibition, % at 8.6 µM; HEK293T NGFI-A luciferase reporter; 370,000 tested, 0.7% active; AID 686940, 2013;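 active = inhibition above a per-plate cutoff, mean inhibition of test wells between control levels plus 3 SD, cut at about 38% in these data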;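 note: cells cotransfected with COUP-TFII expression vector driving the NGFI-A reporter; 0% = median of COUP-TF2 test wells and 100% = reporter-only cells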
Target sequence (P24468 whole entry, looked up): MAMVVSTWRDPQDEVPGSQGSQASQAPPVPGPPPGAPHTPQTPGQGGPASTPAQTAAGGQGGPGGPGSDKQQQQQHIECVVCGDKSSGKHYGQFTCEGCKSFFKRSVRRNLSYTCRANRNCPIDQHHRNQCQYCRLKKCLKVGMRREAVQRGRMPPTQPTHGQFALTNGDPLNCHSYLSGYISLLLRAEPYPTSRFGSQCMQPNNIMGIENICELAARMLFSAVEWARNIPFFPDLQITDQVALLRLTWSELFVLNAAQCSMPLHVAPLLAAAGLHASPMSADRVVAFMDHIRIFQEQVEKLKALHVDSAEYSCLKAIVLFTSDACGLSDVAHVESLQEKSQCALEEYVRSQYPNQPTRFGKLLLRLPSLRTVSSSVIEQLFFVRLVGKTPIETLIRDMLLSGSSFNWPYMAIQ
TLR9-MyD88 block: inhibitors of TLR9-MyD88 association in cells, primary screen, cell-based, CHO, BLA complementation, fluorescence | Toll-like receptor 9 (Homo sapiens) + Myeloid differentiation primary response protein … | 340,000 tested, 0.21% active | inhibition, % at 4.98 µM | CCF4 FRET ratio;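 active = inhibition above the mean over all tested compounds plus 3 SD, cut at about 21% in these data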;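 note: 0% = DMSO only wells and 100% = clavulanate BLA inhibitor control wells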
SRC3 inh: SRC3 coactivator transcriptional activity inhibitors, primary screen, cell-based, luminescence; Nuclear receptor coactivator 3 (Homo sapiens), Q9Y6Q9; HEK293 GAL4-SRC3 luciferase reporter; 360,000 tested, 0.17% active; inhibition, % at 3.6 µM; AID 588352, 2011;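 active = inhibition above a per-campaign cutoff, the mean of all compounds plus 3 SD, cut at about 60% in these data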;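 note: 0% = DMSO-treated cells and 100% = gossypol-treated cells at 36 µM; higher means less SRC3-driven luciferase light from the GAL4 reporter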
Numbers without * were called inactive; · = not tested or not shown. These rows are one share of the data, so the mix of outcomes need not match the whole.

SMILES | TROY signal inh | LRH-1 inv ag | Vif inh | C8 TRAIL sens | NCOA1 inh | NOD2 RIPK2 PPI | EBV LMP1 NFkB | SRC2 inh | COUP-TFII inh | TLR9-MyD88 block | SRC3 inh
CCOC(=O)c1c(C)[nH]c(C(=O)COC(=O)c2cccnc2Cl)c1C | -43.2 | 9.0 | -9.3 | 25.9 | -17.5 | -4.4 | -9.9 | -1.9 | -23.9 | -6.0 | -15.6
COc1ccc(NC(=O)C(CCCCNC(=O)OC(C)(C)C)NC(=O)OCc2ccccc2)cc1 (stereo not drawn) | -3.5 | 6.4 | -6.8 | -1.2 | -12.9 | -2.8 | 11.7 | -7.0 | -17.1 | -1.9 | 6.5
O=C(N/N=C/C=C/c1ccccc1)c1ccc(Br)cc1 | -27.9 | 6.4 | -9.5 | 7.4 | -1.2 | -1.1 | 4.4 | -3.0 | 0.3 | 5.3 | 3.6
C#CCOCCOCCOCCNc1nc(N2CCN(C(=O)[C@H]([C@@H](C)CC)n3cc(CCCN=C(N)N)nn3)CC2)nc(N2CCN(C(=O)[C@H](Cc3ccc(O)cc3)n3cc(CCO)nn3)CC2)n1 | -3.0 | -7.7 | -3.1 | -4.5 | -0.9 | -0.5 | 1.4 | -2.7 | -5.7 | 3.8 | 2.4
Cc1ccc(CNC(=O)C2CCN(S(=O)(=O)c3cccs3)CC2)o1 | 17.5 | -2.4 | 17.8 | -3.2 | 3.5 | -3.6 | 5.1 | -9.1 | -3.1 | 12.3 | -10.4
O=C(CN1C(=O)S/C(=C\c2ccccc2)C1=O)NCCCn1ccnc1 | 13.4 | -14.4 | -1.0 | 5.5 | -1.0 | -19.6 | -7.4 | 8.8 | 5.1 | 5.6 | 3.9
CCC(=O)N1CCc2cc(S(=O)(=O)CCC(=O)Nc3ccc(OC)c(OC)c3)ccc21 | -3.5 | -3.6 | -0.3 | 2.2 | 10.8 | 5.0 | -6.4 | 4.1 | 21.4 | -1.9 | 18.0
CC1CCc2nc(NC(=O)CN3CCN(c4ccccc4)CC3)sc2C1 (stereo not drawn) | 31.1 | -3.5 | 12.9 | -2.5 | -10.3 | -13.5 | 13.1 | -1.4 | -7.4 | -7.7 | -3.6
CC1(C)CCc2cc(S(=O)(=O)N3CCN(S(=O)(=O)c4c(F)cccc4F)CC3)ccc2O1 | -50.4 | -20.6 | -3.3 | 0.2 | -40.4 | -12.3 | -7.6 | -36.8 | -0.8 | -3.2 | -26.5
N#Cc1c2n(c(=S)n(-c3ccccn3)c1=O)CCCCC2 | -6.1 | 7.8 | -1.9 | -6.7 | -31.3 | -8.6 | -18.9 | -32.6 | -10.7 | -6.0 | -4.4
O=C(COC(=O)C1CCN(S(=O)(=O)c2cc([N+](=O)[O-])ccc2Cl)CC1)Nc1ncc(Cl)cc1Cl | 15.1 | -0.1 | 4.7 | 0.4 | -4.8 | -0.3 | -7.4 | -2.2 | 0.5 | 0.1 | -4.1
COCC(C)n1c(C)cc(C(=O)CN2C(=O)NC3(CCCCC3C)C2=O)c1C (stereo not drawn) | 6.9 | 6.7 | 0.2 | 0.2 | 5.4 | -3.5 | -31.1 | 5.5 | -17.4 | 4.4 | -3.9
CC(C)Cn1c(-c2csc3ccccc23)n[nH]c1=S | -1.8 | 1.0 | · | -15.8 | -9.5 | 8.5 | 2.0 | -9.8 | 3.4 | 2.9 | -12.1
Cc1nc2nc(C)c(CCC(=O)NCCC3=CCCCC3)c(C)n2n1 | 5.8 | 9.3 | -0.6 | -24.1 | 3.6 | -2.0 | 2.0 | -20.4 | 11.2 | 4.0 | 10.9
CCc1cc(Br)ccc1NC(=S)NCCc1ccccc1 | -20.1 | -14.0 | 1.7 | -27.6 | 1.9 | 11.7 | 6.0 | -1.4 | 22.0 | -8.3 | 0.0
CCCn1c(SCC(=O)Nc2nnc(-c3ccccc3)s2)nnc1-c1ccccn1 | -10.3 | 12.6 | · | 2.1 | -3.8 | -4.8 | 2.1 | -25.2 | 12.6 | -3.1 | 4.4
COc1cc(CNCc2ccco2)cc(OC)c1O | -6.6 | 10.6 | -1.0 | -8.1 | -6.6 | -6.4 | 4.3 | -5.3 | 7.3 | 1.8 | 9.7
CCc1ccccc1OCC(=O)Nc1cccc(S(=O)(=O)NC2=NCCCCC2)c1 | 8.0 | -3.4 | -6.3 | -1.3 | -18.2 | -1.9 | 1.3 | -34.6 | 1.2 | -0.3 | 7.5
CCn1c(COc2ccccc2)nnc1SCC(=O)Nc1cc(OC)ccc1OC | -21.4 | 8.7 | -15.9 | 1.3 | -1.2 | -5.5 | 7.2 | 8.9 | 11.7 | 1.7 | 16.7
CN(C(=O)COC(=O)COc1ccc(Cl)cc1)C1CCCCC1 | 5.8 | -1.5 | 1.4 | -5.7 | -4.8 | -5.7 | 1.8 | -14.1 | -3.9 | 8.2 | -0.7
COc1cc(NC(=O)Cn2cnc3sc(C)c(S(=O)(=O)N4CCOCC4)c3c2=O)cc(OC)c1OC | 19.8 | -3.2 | 23.3 | 17.8 | -9.4 | -7.8 | -3.3 | -12.6 | 11.2 | 0.4 | -37.1
Cc1ccc(S/C=C\C(=O)c2ccccc2)cc1 | 53.1* | -30.1 | 6.4 | 55.2* | -69.3 | -11.7 | -40.6 | -32.6 | -15.0 | -4.3 | -46.3
CCCn1c2ccccc2c2nnc(SCC(=O)Nc3cc(C)on3)nc21 | 4.8 | -6.3 | · | 18.1 | 0.0 | -1.5 | -6.6 | -2.9 | 0.5 | 7.9 | -22.4
c1ccc(-c2c[n+]3c(n2-c2ccccc2)SCC3)cc1 | -11.3 | -4.7 | -5.6 | 14.6 | 14.8 | -3.2 | · | 7.1 | 15.7 | · | 13.3
O=C(NC(c1ccccc1)c1ccccc1)N1CCN(CCO)CC1 | 8.5 | -6.0 | 1.2 | -2.1 | -1.4 | -7.7 | 3.1 | -4.0 | -8.8 | -2.9 | -20.1

Some entries already given, limited to EBV LMP1 NFkB and TLR9-MyD88 block:
Structure,EBV LMP1 NFkB,TLR9-MyD88 block
O=C(COC(=O)C1CCN(S(=O)(=O)c2cc([N+](=O)[O-])ccc2Cl)CC1)Nc1ncc(Cl)cc1Cl,-7.4,0.1
N#Cc1c2n(c(=S)n(-c3ccccn3)c1=O)CCCCC2,-18.9,-6.0

(more compounds)
SMILES | TROY signal inh | LRH-1 inv ag | Vif inh | C8 TRAIL sens | NCOA1 inh | NOD2 RIPK2 PPI | EBV LMP1 NFkB | SRC2 inh | COUP-TFII inh | TLR9-MyD88 block | SRC3 inh
CCCCCC(=O)N1CCN(S(=O)(=O)c2ccc3c(c2)OCCCO3)CC1 | 1.1 | 15.5 | -5.6 | -18.3 | -30.4 | -9.1 | -2.6 | 4.9 | -9.6 | 9.7 | 9.7
COc1ccc(NC(=O)CN(C)C(=O)CCCN2C(=O)c3cccc4cccc(c34)C2=O)cc1 | -8.9 | 1.8 | -13.0 | -4.6 | -7.8 | -10.5 | -7.4 | 3.5 | -0.7 | -2.6 | 9.4
Cc1cccc(CNC(=O)c2ccc(NC(=O)C3=CSCCO3)cc2)c1 | -18.5 | -23.5 | 2.8 | 8.6 | -10.7 | 0.3 | 2.3 | · | · | 5.5 | -25.8
Cc1ccc2nc(C(Cl)(Cl)Cl)nc(N/N=C/c3ccncc3)c2c1 | 7.3 | 11.8 | 0.2 | -7.3 | 11.1 | -11.2 | -6.5 | 28.7 | 9.9 | 0.3 | 20.7
CC(=O)NCC(=O)OCC(=O)c1ccc(C)cc1 | 1.2 | -11.3 | -3.8 | -15.7 | -5.8 | 4.5 | 1.2 | -13.6 | 19.1 | -8.6 | 13.4
CCCc1cc(=O)oc2c(C)c(OC(C)C(=O)NCc3ccccn3)ccc12 (stereo not drawn) | -8.7 | 22.2 | -0.6 | 3.8 | 5.2 | 4.0 | 6.3 | -38.4 | -4.2 | -4.3 | -6.5
COc1ccc(CNC(=O)C2CCN(C(=O)c3sccc3-n3cccc3)CC2)cc1 | -14.9 | 1.4 | 6.4 | -7.0 | 2.2 | -1.0 | -3.8 | 0.3 | -15.5 | 4.5 | 8.6
c1ccc(Cc2nn3c(Cn4cnc5ccccc54)nnc3s2)cc1 | -7.3 | 8.3 | -2.2 | 12.1 | 10.5 | -11.0 | 5.9 | 7.9 | 13.6 | 4.4 | 8.6
O=C(OCCN=C1NS(=O)(=O)c2ccccc21)c1ccccc1F | 4.3 | 12.7 | -0.4 | 2.5 | -4.5 | 1.0 | -9.4 | -19.8 | -7.3 | 0.0 | 0.0
CCN(CCn1cccn1)Cc1c(C(=O)N2CCCCCCC2)nc2ccc(Cl)cn12 | -15.4 | -7.0 | -2.5 | -5.4 | -2.8 | -8.5 | -3.9 | 5.0 | 14.6 | -13.5 | 6.5
CCCn1c(N)c(N(CCOC)C(=O)COC(=O)COc2c(C)cc(C)cc2C)c(=O)[nH]c1=O | 8.9 | 23.5 | -0.4 | -2.7 | -11.3 | 4.3 | 11.3 | -7.4 | 3.0 | -1.2 | -17.4
Cc1cccc(-n2nnc3c(=O)n(Cc4ccccn4)cnc32)c1 | -23.0 | -5.7 | 1.2 | -2.7 | -32.7 | 3.8 | -1.0 | -16.7 | 2.4 | 3.8 | -36.0
COc1ccc(C(=O)OCC(=O)N2CCC(C)CC2)cc1S(=O)(=O)N1CCOCC1 | 2.4 | -13.8 | -14.4 | 5.0 | -17.6 | -0.1 | -6.1 | -17.5 | -3.5 | -1.6 | -3.6
CCOc1ccccc1OCCCC(=O)Nc1cccc(S(=O)(=O)N2CCOCC2)c1 | 9.1 | -12.7 | -0.5 | 0.3 | 5.4 | -2.6 | 1.2 | -7.7 | -1.5 | -4.9 | 9.6
CC(=O)c1c(NCc2ccccc2)nc(=O)n(-c2ccccc2)c1C | -15.6 | -51.2 | 14.1 | -8.4 | -22.1 | -11.2 | -1.2 | -56.0 | -20.8 | -4.5 | -17.3
O=C(COC(=O)Cn1cnc2ccccc2c1=O)Nc1ccc2c(c1)OCO2 | -17.2 | 19.6 | 8.8 | -7.4 | 16.1 | 0.8 | -6.7 | -13.3 | -12.1 | -8.6 | -0.4
Cc1cc(C(=O)N/N=C\C(Br)=C\c2ccccc2)c(C)o1 | -35.1 | -36.5 | -0.3 | 6.8 | -41.5 | -7.9 | -16.9 | -77.4 | -32.6 | · | -14.2
O=C(/C=C/c1ccccc1O)c1ccco1 | -34.3 | -13.9 | 9.8 | 16.9 | -3.8 | 3.6 | 9.2 | 24.0 | -5.2 | 9.6 | -14.2
